aSyn yeast inh – inhibitors of alpha-synuclein toxicity in yeast. Yeast expressing alpha-synuclein, growth rescue, BacTiter-Glo, 24 h. Potency, µM (series often up to 46.1 µM), for the others: top-dose growth rescue (activation), actives largely listed as activators. 370,000 tested, 0.14% active. AID 652106; further: potency means the concentration at half of the fitted maximal effect; % of control where 0% means no effect; nearly all actives have a fitted effect of over 65% in size
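Screening used galactose-induced yeast with toxic alpha-synuclein levels, exposed to compound for 24 hr at 30 deg C. Cell growth, read with BacTiter-Glo luminescence, gave the measured signal.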
EPAC1 ag – EPAC1 (human) agonism | EPAC1 agonist qHTS, biochemical assay; response scale: 100% = response to 6.5 mM cAMP | 360,000 tested, 0.073% active | Potency, µM (top dose mostly 154 µM), for inactives: top-dose activation, usual class: activators; further: potency means the concentration at half of the fitted maximal effect; nearly all actives have a fitted effect of over 60% in size
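EPAC1 100 nM, Rap1B–BODIPY-GDP 250 nM, unlabeled GDP 50 uM; compound titration; 5 min RT; kinetic read ex480/em540 at 5-min intervals ×30 min; data normalized to 6.5 mM cAMP agonist control.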
WRN inhibitor – blocks human WRN helicase | 360,000 tested, 0.46% active | Potency, µM (series often up to 114 µM), for the others: at the highest dose activity change, negative = inhibition, actives largely listed as inhibitors | WRN helicase unwinding, fluorescent forked duplex, kinetic; further: potency means the concentration at half of the fitted maximal effect; on the % scale 0 is the no-effect control and ±100 the full control effect; nearly all actives have a fitted effect of over 55% in size
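Enzyme (20 nM final) and test compound sit together 15 min at room temperature before substrate addition. Substrate is a single-forked duplex oligonucleotide (100 nM) labelled with fluorophore and quencher, with 2 mM ATP; helicase unwinding raises red fluorescence, read kinetically.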
FUS yeast rescue – rescues growth of FUS-expressing yeast | AID 1347120 | S. cerevisiae FUS-expressing, growth rescue, OD600, 24 h | Potency, µM (titrated, usually from 76.6 µM), for inactives: top-dose growth rescue (activation), most hits filed as activators | 390,000 tested, 0.24% active;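 further: potency means the concentration at half of the fitted maximal effect; plate controls were DMSO vehicle for no effect and reference control for full effect; nearly all actives have a fitted effect of over 55% in size; some results filed as inactive show a strong effect at the top dose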
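Restored growth of FUS-toxic S. cerevisiae, read as 600 nm absorbance after 24 h at 30C in galactose medium (starting OD 0.005). Controls CP55940 and DMSO.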
PI5P4K alpha inh – PI5P4K alpha (human) kinase inhibition | P48426 | PI5P4Kalpha enzyme, ADP-Glo luminescence, 60 min; active compounds read low | max response, % | 330,000 tested, 1.2% active | AID 652105; active means max response of -50% or lower; inconclusive means between -30% and -50%; inactive means -30% or higher; further: value at the top dose of about 77 µM; on the % scale 0 is the no-effect control and ±100 the full control effect
Target sequence (P48426 whole entry, looked up): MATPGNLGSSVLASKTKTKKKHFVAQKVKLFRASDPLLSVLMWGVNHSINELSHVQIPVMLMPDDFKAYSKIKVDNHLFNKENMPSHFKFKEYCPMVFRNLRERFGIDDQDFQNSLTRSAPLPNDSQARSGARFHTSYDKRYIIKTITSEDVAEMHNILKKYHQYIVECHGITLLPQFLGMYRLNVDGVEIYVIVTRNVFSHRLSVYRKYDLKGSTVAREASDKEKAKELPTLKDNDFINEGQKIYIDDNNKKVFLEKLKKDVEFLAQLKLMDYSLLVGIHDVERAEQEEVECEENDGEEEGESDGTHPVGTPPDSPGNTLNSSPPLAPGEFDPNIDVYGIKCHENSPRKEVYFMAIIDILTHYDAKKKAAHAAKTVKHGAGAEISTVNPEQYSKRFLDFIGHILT
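Controls without substrate or without enzyme flank wells where PI5P4Kalpha converts substrate using 5 microM ATP (final). Incubation lasts 60 minutes at room temperature; ADP formed is read by ADP-Glo luminescence.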
PLK1 PBD inh – blocks phosphopeptide binding to human PLK1 polo-box domain | P53350 | Plk1 PBD binding of FITC phosphopeptide, fluorescence polarization | Potency, µM, without a hit: max response, negative = inhibition, hits mostly inhibitors | 360,000 tested, 2.8% active | AID 720504; further: potency means the concentration at half of the fitted maximal effect; series mostly up to about 57 µM; on the % scale 0 is the no-effect control and ±100 the full control effect; nearly all actives have a fitted effect of over 65% in size
Target sequence (P53350 whole entry, looked up, the tested form may be a part): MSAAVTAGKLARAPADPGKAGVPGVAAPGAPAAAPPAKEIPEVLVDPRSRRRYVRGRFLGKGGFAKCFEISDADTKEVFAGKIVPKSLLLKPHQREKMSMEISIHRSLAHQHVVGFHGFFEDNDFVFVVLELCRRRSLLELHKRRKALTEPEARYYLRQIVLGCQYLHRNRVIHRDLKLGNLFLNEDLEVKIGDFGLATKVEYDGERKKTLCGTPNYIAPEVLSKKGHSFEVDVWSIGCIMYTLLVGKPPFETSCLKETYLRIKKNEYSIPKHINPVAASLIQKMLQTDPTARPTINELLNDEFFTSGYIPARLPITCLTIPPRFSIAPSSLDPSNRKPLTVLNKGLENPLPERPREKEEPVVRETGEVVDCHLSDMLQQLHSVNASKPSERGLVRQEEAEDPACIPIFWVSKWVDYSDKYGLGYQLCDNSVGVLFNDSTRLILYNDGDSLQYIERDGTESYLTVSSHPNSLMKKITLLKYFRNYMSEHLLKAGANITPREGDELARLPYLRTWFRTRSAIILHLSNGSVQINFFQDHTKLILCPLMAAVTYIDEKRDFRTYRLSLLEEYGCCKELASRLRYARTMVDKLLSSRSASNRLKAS
Abeta yeast res – A-beta toxicity reversal in yeast; 410,000 tested, 0.063% active; AID 1347071; Potency, µM (series often up to 46.1 µM), for inactives: top-dose growth rescue, most hits filed as activators; yeast expressing A-beta42, growth rescue, OD600, 48 h; response scale: 0% DMSO, 100% iron-clioquinol control; further: potency means the concentration at half of the fitted maximal effect; nearly all actives have a fitted effect of over 55% in size
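Growth rescue measured by 600 nm absorbance after 48 h yeast culture at 30 C with compound. Values normalized between DMSO and an equimolar ferric chloride plus clioquinol control.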
EPAC1 antagonist – antagonists of human EPAC1; 360,000 tested, 0.14% active; EPAC1 GEF assay, Rap1b-BODIPY-GDP exchange fluorescence; O95398; Potency, µM (doses to about 115 µM), without a hit: top-dose activity change, negative = inhibition, most hits filed as inhibitors;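 further: potency means the concentration at half of the fitted maximal effect; plate controls were vehicle for no effect and positive control for full effect; nearly all actives have a fitted effect of over 50% in size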
IL-2 act – activators of IL-2; IL-2 activation reporter assay, cell-based qHTS; stimulated with anti-CD3/CD4/CD28 beads; in transgenic mouse T cells; activation, % (series mostly up to about 46 µM); 360,000 tested, 0.065% active; AID 652025; in the data active means activation above about 50%; inconclusive means mostly about 30% to 49%; further: 0% is about no effect
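Quantitative HTS in unstimulated transgenic mouse T cells, with memory T cells as non-tolerant control and PMA/ionomycin as tolerance-bypass control. Compound pretreatment lasted 60 minutes before 18 h bead stimulation; EGFP/DsRed fluorescence read.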
* marks the source's active call; other numbers are inactive results; u = inconclusive; x = not tested or not shown; & = joins results of further samples; [ ] = dose if it differs, or a comment. Unless noted, the call rests on the fitted dose curve; in most records, active means well fitted curve in the direction sought with a large enough effect; inconclusive means small, poorly fitted or top-dose-only effect, or another doubt; inactive means no such curve, though single readings can be large; an effect the other way counts as inactive or inconclusive. An unsorted share of the library; overall some 4.1% were active at least once.

The line under a structure holds: aSyn yeast inh | EPAC1 ag | WRN inhibitor | FUS yeast rescue | PI5P4K alpha inh | PLK1 PBD inh | Abeta yeast res | EPAC1 antagonist | IL-2 act
> COc1ccc(CN2CCN(C(=O)CCC(=O)Nc3nnc(CC(C)C)s3)CC2)cc1F
    -11% | -5% | 1% | -4% | -15 | 1% | 1% | -1% | 0.1
> Cc1ccc(CNC(=O)C(=O)NCC(c2ccco2)N2CCOCC2)cc1 (stereo not given)
    -6% | -6% | -11% | 1% | 2 | -10% | 0% | -19% | -0.1
> CC(C)C(NC(=O)c1ccccc1)C(=O)NCC(c1ccccc1)N(C)C (stereo not given)
    0% | 2% | -22%[57.1 µM] | -3% | -1 | -18% | -1% | -7% | -3.9
> CC(C)C[C@H](NC(=O)NCc1ccc(F)cc1)C(=O)O
    0% | 12% | 2% | -22% | 2 | -3% | 8% | 2% | 6.2
> CN1C(=O)CC(N2CCN(c3ncccn3)CC2)C1=O (stereo not given)
    -11% | -3% | 11% | 17% | x | -1% | 4% | 13% | -2.8
> COc1ccccc1N1CCN(C(=O)CCc2nnc3ccc(N4CCCC4)nn23)CC1
    3% | -1% | -2% | 0% | 0 | -27% | -2% | -11% | -1.0
> Cn1nccc1C(=O)OCC(=O)Nc1ccccc1
    -2% | 0% | 1% | 14% | 7 | -4% | 4% | 4% | -0.2
> O=C(c1ccccc1)N(c1ccccc1)c1ccccc1O
    1% | -3% | -2% | x | -20 | 1% | 3% | -2% | 0.5
> CC(CNC(=O)CCC(=O)N1CCOc2ccc(Cl)cc21)c1ccccc1 (stereo not given)
    1% | -13% | -5% | 21% | 5 | -12% | 2% | u | -1.4
> N#Cc1nc(Cc2cccc3ccccc23)oc1NCCCn1ccnc1
    7% | 0% | -8% | -3% | 0 | -3% | 19% | -3% | -0.3
> CCOC(=O)C1(C)CCN1C(=O)c1ccc(OC)c(F)c1 (stereo not given)
    6% | 7% | 1% | -29% | -1 | -6% | -10% | -6% | 0.3
> Cc1c(Br)c([N+](=O)[O-])nn1CCCC(=O)N1CCN(c2ccccc2)CC1
    15% | -4% | 1% | x | 1 | -3% | -12% | -5% | 0.1
> O=C(/C=C/c1ccc(OC2CSC2)cc1)c1ccc(Cl)cc1
    -7% | -2% | -31%[57.1 µM] | 7% | 2 | -8% | 0% | 24% | 0.3
> CC1C(=O)N(Cc2cn(CCC3OCCO3)nn2)CCS(=O)(=O)N1Cc1ccc(-c2ccc(Cl)c(Cl)c2)cc1 (stereo not given)
    26% | 3% | -4% | u | 17 | -8% | 1% | -4% | -4.1
> Cc1c(Cl)cccc1NS(=O)(=O)c1ccc2c(c1)C1C=CCC1C(c1ccc(C(=O)O)cc1)N2 (stereo not given)
    9% | -7% | 32µM* | 44% | -102* | 11µM* | -8% | 56µM* | 0.7
> CCN(CC)CCCNC(=O)CNC(=O)c1nn(-c2ccc(OC)c(OC)c2)c(=O)c2ccccc12
    1% | -6% | -1% | 8% | 16 | 8% | -10% | -1% | 1.0
> O=C(CSc1nccc2ccccc12)N1CCN(Cc2ccc3c(c2)OCO3)CC1
    10% | 13% | -11% | 20% | 8 | 1% | -11% | u | -3.3
> CCC(C(=O)Nc1nnc(-c2ccco2)s1)c1ccccc1 (stereo not given)
    1% | 13% | -23% | -22% | -2 | -2% | 17% | 4% | 1.6
> CCOc1ccc(NC(=O)CCCN2C(=O)C(c3ccccc3)Oc3cccnc32)cc1 (stereo not given)
    -6% | -5% | 0% | 8%&15% | -1 | -11% | 4%&-5% | -3% | -1.8
> CC(=O)N1CCN(S(=O)(=O)c2cccc(C(=O)NCCc3ccc(Cl)cc3)c2)CC1
    -5% | 1% | -12% | 13% | -1 | -2% | -3% | 0% | -3.8

Reformatted: 12 of the compounds above.
Structure	aSyn yeast inh	EPAC1 ag	WRN inhibitor	FUS yeast rescue	PI5P4K alpha inh	PLK1 PBD inh	Abeta yeast res	EPAC1 antagonist	IL-2 act
CC(CNC(=O)CCC(=O)N1CCOc2ccc(Cl)cc21)c1ccccc1 (stereo not given)	1%	-13%	-5%	21%	5	-12%	2%	u	-1.4
N#Cc1nc(Cc2cccc3ccccc23)oc1NCCCn1ccnc1	7%	0%	-8%	-3%	0	-3%	19%	-3%	-0.3
CCOC(=O)C1(C)CCN1C(=O)c1ccc(OC)c(F)c1 (stereo not given)	6%	7%	1%	-29%	-1	-6%	-10%	-6%	0.3
Cc1c(Br)c([N+](=O)[O-])nn1CCCC(=O)N1CCN(c2ccccc2)CC1	15%	-4%	1%	x	1	-3%	-12%	-5%	0.1
O=C(/C=C/c1ccc(OC2CSC2)cc1)c1ccc(Cl)cc1	-7%	-2%	-31%[57.1 µM]	7%	2	-8%	0%	24%	0.3
CC1C(=O)N(Cc2cn(CCC3OCCO3)nn2)CCS(=O)(=O)N1Cc1ccc(-c2ccc(Cl)c(Cl)c2)cc1 (stereo not given)	26%	3%	-4%	u	17	-8%	1%	-4%	-4.1
Cc1c(Cl)cccc1NS(=O)(=O)c1ccc2c(c1)C1C=CCC1C(c1ccc(C(=O)O)cc1)N2 (stereo not given)	9%	-7%	32µM*	44%	-102*	11µM*	-8%	56µM*	0.7
CCN(CC)CCCNC(=O)CNC(=O)c1nn(-c2ccc(OC)c(OC)c2)c(=O)c2ccccc12	1%	-6%	-1%	8%	16	8%	-10%	-1%	1.0
O=C(CSc1nccc2ccccc12)N1CCN(Cc2ccc3c(c2)OCO3)CC1	10%	13%	-11%	20%	8	1%	-11%	u	-3.3
CCC(C(=O)Nc1nnc(-c2ccco2)s1)c1ccccc1 (stereo not given)	1%	13%	-23%	-22%	-2	-2%	17%	4%	1.6
CCOc1ccc(NC(=O)CCCN2C(=O)C(c3ccccc3)Oc3cccnc32)cc1 (stereo not given)	-6%	-5%	0%	8%&15%	-1	-11%	4%&-5%	-3%	-1.8
CC(=O)N1CCN(S(=O)(=O)c2cccc(C(=O)NCCc3ccc(Cl)cc3)c2)CC1	-5%	1%	-12%	13%	-1	-2%	-3%	0%	-3.8

The list continues:
The line under a structure holds: aSyn yeast inh | EPAC1 ag | WRN inhibitor | FUS yeast rescue | PI5P4K alpha inh | PLK1 PBD inh | Abeta yeast res | EPAC1 antagonist | IL-2 act
> CC1CCCCN1C(=O)c1ccc(Br)o1 (stereo not given)
    5% | -7% | 8% | -10% | -4 | -1% | 6% | -2% | -3.3
> CC(C)(C)CC(=O)Nc1ccc(-c2cn3cccnc3n2)cc1
    -6% | -6% | 0% | 14% | 2 | -1% | -14% | -9% | -6.1
> CCOc1ccc2nc(SCC(=O)NCC3CCCO3)c(C#N)cc2c1 (stereo not given)
    6% | 6% | -3% | 13% | -2 | -6% | 6% | 6% | 0.0
> CCCN1CCN(S(=O)(=O)c2ccc(OC)c(Br)c2)CC1
    -5% | 4% | -25%[57.1 µM] | 5% | -6 | -12% | 6% | -7% | -0.4
> O=C(O)COc1ccccc1/C=N/NC(=O)CN1CCN(S(=O)(=O)c2ccc(Br)cc2)CC1
    -5% | -3% | -5% | 34% | 2 | -4% | -9% | -5% | -0.2
> COc1cc(NS(=O)(=O)c2ccc(-c3ccc(=O)[nH]n3)o2)cc(OC)c1OC
    -8% | 16% | -3% | 24% | -5 | -7% | 2% | 28% | -2.2
> On1cnnc1-c1ccccc1
    -12% | -2% | -22% | -23% | 4 | 0% | 12%[9.22 µM] | 5% | -3.0
> COC(=O)c1ccc(C(=O)OC)c(NC(=O)CCc2ccc(C)o2)c1
    5% | 12% | -8% | 17% | -1 | -1% | -1% | -14% | -3.0
> CC(=O)Nc1ccc(OCC(O)CN2CCN(c3ccccc3Cl)CC2)cc1 (stereo not given)
    -15% | 4% | -3% | 37% | -4 | -4% | 1% | -8% | 2.9
> CC(O)CNCCCOc1cccc(Oc2ccccc2)c1 (stereo not given)
    1% | 8% | 5%[57.1 µM] | 13% | -3 | -8% | -6% | 1% | -1.5
> COc1ccc(CNC(=O)Cn2cnc3c(NCc4ccccc4)ncnc32)cc1
    -3% | -8% | -10% | -1% | 3 | -7% | 1% | -10% | -0.2
> Nc1ncnc2c1ncn2[C@@H]1O[C@H](CNC(=O)[C@H](N)Cc2cscn2)[C@@H](O)[C@H]1O
    -4% | -16% | -8% | -21% | -3 | -16% | 7% | -6% | 0.0
> COC(=O)c1cc(NC(=O)COC(=O)C2COc3ccccc3O2)cc(C(=O)OC)c1 (stereo not given)
    -1% | -2% | -2% | -1% | -1 | 2% | -5% | -4% | -1.0
> COc1ccccc1N1C(=O)c2ccccc2NC1C(OC)OC (stereo not given)
    1% | -1% | 1% | 8% | x | -6% | 7% | 7% | -2.5
> COC(=O)c1ccc(C(=O)NC2CCCN(Cc3ccc(Cl)cc3)C2)nc1 (stereo not given)
    4% | 15% | -4% | -7% | 5 | 7% | -2% | 1% | -0.5
> COc1ccc2cc(C(=O)N3CCOCC3)sc(=O)c2c1OC
    0% | 6% | -1% | 1% | 10 | -9% | 10% | -20% | 0.2
> O=C(Cc1cccs1)Nc1cccc(C(=O)Nc2ccc(C(=O)O)cc2)c1
    0% | 8% | -8%[57.1 µM] | 3% | 13 | -25% | -25% | -8% | -0.2
> COc1ccc(-c2nc(N)n(S(=O)(=O)c3ccc(C)cc3)n2)cc1
    9% | -19% | -1% | 0% | 11 | 3% | 0% | -7% | -0.6
> CCOC(=O)[C@@H]1[C@H]2COc3ccccc3[C@H]2N2C(=O)N(c3ccc(Cl)cc3)C(=O)[C@@]12C
    1% | 1% | -1% | 25% | 13 | -3% | 1% | -20% | 1.0
> O=C(O)/C=C/C(=O)Nc1ccccc1C(=O)OCC(=O)c1ccc2c(c1)OCCO2
    4% | -1% | -6% | 32% | 6 | -4% | -5% | -5% | -2.1

3 compounds from above, arranged by the number in PI5P4K alpha inh, rising:
molecule	PI5P4K alpha inh
CC(O)CNCCCOc1cccc(Oc2ccccc2)c1 (stereo not given)	-3
COC(=O)c1cc(NC(=O)COC(=O)C2COc3ccccc3O2)cc(C(=O)OC)c1 (stereo not given)	-1
CC(C)(C)CC(=O)Nc1ccc(-c2cn3cccnc3n2)cc1	2
